MITF act – activators of MITF-driven TRPM1 promoter activity in SK-MEL-5 cells | SK-MEL-5 TRPM1-promoter luciferase, 24 h; % of positive control, neutral wells = 0 | activation, % at 12.5 µM | 300,000 tested, 0.75% active | AID 588334;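 active = mean activation of at least 80% with every replicate also reaching 80%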;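 note: 0% = neutral control wells and 100% = parthenolide positive control wells; values of inactives mirror those of a sister screen read the other way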
SR-BI HDL uptake – inhibitors of mouse SR-BI mediated HDL lipid uptake; Q61009; ldlA[mSR-BI] CHO cells, DiI-HDL uptake fluorescence, 3 h; inhibition, % at 12.5 µM; 320,000 tested, 0.96% active;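 active = mean replicate inhibition of at least 70% and a set share of replicates each scoring 70 or more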;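 note: 0% = median of neutral control wells and 100% = median of positive control wells; values of inactives mirror those of a sister screen read the other way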
Target sequence (Q61009 whole entry, looked up): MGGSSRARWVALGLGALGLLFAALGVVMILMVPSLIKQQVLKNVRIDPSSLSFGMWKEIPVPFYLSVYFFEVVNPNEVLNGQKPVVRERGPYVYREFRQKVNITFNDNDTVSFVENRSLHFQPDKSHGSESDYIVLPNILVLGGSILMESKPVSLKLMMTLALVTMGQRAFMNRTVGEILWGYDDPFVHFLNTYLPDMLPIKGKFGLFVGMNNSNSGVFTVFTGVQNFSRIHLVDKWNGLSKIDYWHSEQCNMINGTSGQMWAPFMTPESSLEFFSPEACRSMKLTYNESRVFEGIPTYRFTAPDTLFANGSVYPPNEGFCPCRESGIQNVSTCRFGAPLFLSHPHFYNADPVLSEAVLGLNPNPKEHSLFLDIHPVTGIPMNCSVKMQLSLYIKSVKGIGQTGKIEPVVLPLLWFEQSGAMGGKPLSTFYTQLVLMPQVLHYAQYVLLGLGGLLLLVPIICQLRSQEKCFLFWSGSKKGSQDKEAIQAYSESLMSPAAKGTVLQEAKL
phage Ecoli inh – E. coli growth loss with phage present | 360,000 tested, 0.26% active | growth absorbance | inhibition, % at 11.9 µM; in the data active = inhibition above about 11%
SR-BI uptake up – enhances SR-BI lipid uptake from DiI-HDL | activation, % at 12.5 µM | 320,000 tested, 0.096% active | CHO ldlA[mSR-BI] cells, DiI-HDL uptake fluorescence, 3 h; 100 = double the neutral-control signal | AID 504775;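 active = mean replicate activation of at least 60% and every replicate at or above 60%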;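 note: 0% = median plate neutral-control signal and 100% = twice that signal; values of inactives mirror those of a sister screen read the other way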
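material = CHO ldlA[mSR-BI] cells | medium = Ham's F12 with 0.5% BSA, HEPES 25 mM, pH 7.4 | reagent = fluorescent DiI-HDL, 10 µg/mL final | compound dosing = single-point compound dose | incubation = 3 h, 37 °C | measured by = bottom-read fluorescence, 550/595 nm | measure = HDL uptake via cellular fluorescence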
E coli growth – counter-screen for AddAB inhibitors: E. coli growth inhibition; AID 449728; inhibition, % at 11.9 µM; 330,000 tested, 0.27% active; E. coli V3065 growth, OD600 absorbance, 18 h;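 active = inhibition above the campaign's mean inhibition across all tested compounds plus 3 SD, cut at about 9.9% in these data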;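 note: uninfected addAB+ strain grown without phage in ampicillin broth; 0% = DMSO wells and 100% = ciprofloxacin 0.95 µg/ml wells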
Wnt bcat act – activates Wnt/beta-catenin signaling in a reporter cell assay | activator, plate reader | activation, % at 9.35 µM | 300,000 tested, 1.2% active | AID 743398; in the data active = activation above about 30%, passing the limit was not always enough;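 note: 0% = neutral control wells and 100% = positive control wells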
CAL PDZ FP-1 – blocks peptide binding to the human CAL PDZ domain | Q9HD26 | purified CAL PDZ, TMR-peptide fluorescence polarization, 1 h | inhibition, % at 24.9 µM | 300,000 tested, 0.92% active | AID 602252;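 active = mean inhibition of at least 30% with at least half of replicates also reaching 30%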;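 note: 0% = DMSO neutral control and 100% = excess unlabeled competitor peptide PRC23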
AddAB inh – less growth of phage-infected E. coli with AddAB; 330,000 tested, 0.29% active; inhibition, % at 11.9 µM; E. coli expressing H. pylori AddAB, absorbance growth; in the data active = inhibition above about 12%;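 note: 0% = vehicle wells of infected cells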
CAL PDZ FP-2 – human CAL PDZ-peptide interaction inhibition | purified CAL PDZ, TMR-peptide fluorescence polarization, 1 h | AID 504414 | inhibition, % at 20 µM | 330,000 tested, 0.02% active | Q9HD26;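 active = highest replicate inhibition of at least 40%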;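 note: plate controls were DMSO neutral control wells for no effect and unlabeled competitor peptide control wells for full effect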
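Test system: tagged CAL PDZ domain / Buffer or medium: sodium phosphate/NaCl buffer pH 7.4 with TCEP, IgG, Thesit / Reagent: TMR-labelled reporter peptide T*-PRC34 bound in PDZ groove / Compound dosing: single point, 20 µM / Schedule: 1 h incubation at room temperature before polarization reading / Technique: fluorescence polarization (mP) / Benchmarks: unlabelled peptide, DMSO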
Tat export inh – E. coli Tat transport inhibition; E. coli MC4100 TorA-mCherry Tat export, fluorescence; inhibition, % at 10 µM; 340,000 tested, 0.036% active; AID 488895;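 active = mean replicate inhibition at least 50% and at least half of replicates individually reaching 50%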;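 note: exported cargo escapes ClpAP degradation while cytoplasmic cargo is degraded and loses fluorescence; 0% = median of neutral control wells and 100% = median of NaSCN control wells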
* marks the source's active call; other numbers are inactive results; . = not tested or not shown. An unsorted share of the library. Share with any hit: about 3.6%.

SMILES	MITF act	SR-BI HDL uptake	phage Ecoli inh	SR-BI uptake up	E coli growth	Wnt bcat act	CAL PDZ FP-1	AddAB inh	CAL PDZ FP-2	Tat export inh
COCCNC(=S)N/N=C(\C)c1cccc(OC)c1	3	10	2.7	-10	0.6	-1	7	1.2	0.0	0
Cc1ccccc1NC(=O)N1CCN(C/C=C/c2ccccc2)CC1	7	.	-1.4	.	0.4	-1	-2	0.5	-1.4	1
O=C(CS(=O)(=O)Cc1ccccc1)Nc1nnc(C(F)(F)F)s1	1	5	2.3	-5	0.4	-3	-4	1.2	-1.9	14
O=C(O)c1ccc(N/N=C/c2cn(Cc3ccccc3F)c3ccccc23)cc1	73	-21	3.6	21	1.0	13	-4	-0.2	-0.9	6
Clc1ccc2c(N/N=C/c3cccc(Br)c3)ccnc2c1	-83	22	1.9	-22	3.0	.	.	3.5	-1.3	2
Cc1cc(NC(=O)CSc2nnnn2Cc2ccccc2)no1	-3	-10	3.5	10	-1.5	.	0	0.8	-0.1	-2
O=C(Nc1ccccc1C(=O)O)c1cc(S(=O)(=O)N2CCCCC2)cs1	-8	-3	.	3	-1.1	.	1	4.1	-2.4	-1
CCOC(=O)c1cc(C)n(-c2ccc(OC)c(OC)c2)c1C	3	13	2.4	-13	-1.4	.	-2	0.4	-2.6	5
C=C(C)c1sc(-c2ccc(Cl)cc2)nc1C	74	10	1.6	-10	1.0	25	-1	3.7	-0.9	-1
O=C(NC1CCCCCC1)c1cc(S(=O)(=O)N2CCOCC2)ccc1N1CCCCC1	.	-7	0.1	7	-0.5	.	0	4.2	-0.3	24
CCn1ccnc1C(O)c1cccc(OC)c1OC (stereo not drawn)	.	4	0.5	-4	-0.2	-1	.	2.2	-0.9	-2
COc1cccc(CN2CCN(C(=O)c3cc(-c4ccccn4)nc4ccc(Cl)cc34)CC2)c1	-16	26	1.5	-26	0.8	-3	-3	0.6	1.0	2
O=C(Nc1ccc(Oc2ccccc2)cc1)C1CCN(c2ncccn2)CC1	.	24	1.2	-24	-1.2	-5	-2	-0.3	-0.3	-7
N#C/C(C(=S)Nc1ccccc1)=C1/NN=C(N2CCOCC2)N1c1ccccc1	2	20	1.7	-20	-0.9	-2	1	2.2	-1.6	5
CC1(c2ccccc2)NC(=O)N(CC(=O)NCc2ccc3c(c2)OCO3)C1=O (stereo not drawn)	1	-25	-1.5	25	0.1	-2	-11	3.4	0.2	-3
Oc1c(I)cc(I)c2cccnc12	-21	7	23*	-7	0.5	-2	2	-1.1	0.7	-4
Nc1ccccc1SCC(=O)Nc1ccc(N2CCOCC2)cc1	4	46	1.1	-46	0.5	-2	-8	1.9	-1.3	-3
CCCN(c1ccc(C(=O)OC)cc1)S(=O)(=O)c1ccccc1	-4	8	1.1	-8	-0.7	-2	-2	2.5	-2.6	-1
CC1(C)Cc2c(sc(NC(=O)C(=O)NCCCN3CCOCC3)c2C(N)=O)CO1	-2	-26	0.9	26	-1.6	-1	3	2.8	-1.5	-2
CC(C)(CO)CNC(=O)c1ccc2nc(Cc3cccc(Cl)c3)oc2c1	3	3	2.1	-3	-0.9	1	3	5.3	-0.7	-4
COC(=O)c1csc(S(=O)(=O)N2CCCCC2)c1OC	-8	11	2.5	-11	0.6	3	-1	2.3	0.4	5
OC(COc1ccc(Cl)cc1)CN1CCN(c2cccc(Cl)c2)CC1 (stereo not drawn)	-2	-12	0.4	12	2.3	-2	0	-0.3	-0.5	-3
O=C(COc1ccc(S(=O)(=O)N2CCOCC2)cc1Cl)NCCN1CCOCC1	.	.	-2.1	.	0.4	10	-2	2.1	-2.6	-10
COc1cccc(CNS(=O)(=O)c2c(C(=O)N3CCCC3)c(C)n(C)c2C)c1	-5	0	1.7	.	-0.7	-2	-1	1.9	-0.9	6
O=C(NC1CCS(=O)(=O)C1)/C(=C\c1ccc(F)cc1)NC(=O)c1ccccc1 (stereo not drawn)	7	-7	1.2	7	-2.4	-1	6	2.7	0.1	-1
Cc1cc(-c2csc3nc[nH]c(=S)c23)cc(C)c1C	6	18	2.2	-18	-1.3	-1	1	-1.5	-1.2	-4
CC(c1ccccn1)N(Cc1ccco1)C(=S)Nc1cccc(F)c1 (stereo not drawn)	2	-4	-0.4	4	-0.6	1	3	-1.4	-1.6	2
CC1(C)CSC(C)(C)C(=O)N1	6	-10	1.0	10	.	0	3	.	-4.1	4
CN(C)c1ccc(C(=O)OCc2ccc(Br)cc2)cc1	29	-4	1.8	4	2.3	.	.	3.9	0.3	6
CN(C)c1ncc(CN2CCC(C(=O)Nc3ccc(-n4cccn4)cc3)CC2)s1	-6	5	1.4	-5	-2.2	-2	0	-0.1	-2.4	-6
N#CCC(=O)N/N=C/c1cc([N+](=O)[O-])ccc1N1CCCC1	15	21	1.2	-21	0.1	5	-1	5.6	-0.7	-7
CC(C)Sc1cc(N2CCOCC2)nc(-c2ccc(Cl)cc2)n1	3	36	-0.2	-36	3.4	-1	-6	-0.6	0.4	-3
CC1Cc2cc(/C=C3/SC(=S)NC3=O)ccc2O1 (stereo not drawn)	.	52	1.6	-52	2.3	22	-9	1.6	-1.8	2
CCCCCCC(=O)Nc1nc(C)c(-c2csc(Nc3cccc(OC)c3)n2)s1	5	87*	0.6	-87	-5.7	-7	-4	0.3	0.1	-4
CCN(CC)c1ccc(C(=O)Nc2ccccc2)cc1[N+](=O)[O-]	87*	52	4.8	-52	3.9	13	-3	4.3	-3.0	2
O=C(NNS(=O)(=O)c1ccc(F)cc1)c1cccc(O)c1	.	-7	4.0	7	-0.4	-1	.	2.7	0.6	-2

Looked up above.
`O=C(NC1CCS(=O)(=O)C1)/C(=C\c1ccc(F)cc1)NC(=O)c1ccccc1` (stereo not drawn) in CAL PDZ FP-1: 6
`CCCCCCC(=O)Nc1nc(C)c(-c2csc(Nc3cccc(OC)c3)n2)s1` in SR-BI HDL uptake: 87*

The list continues.
SMILES	MITF act	SR-BI HDL uptake	phage Ecoli inh	SR-BI uptake up	E coli growth	Wnt bcat act	CAL PDZ FP-1	AddAB inh	CAL PDZ FP-2	Tat export inh
CC1CCN(C(=O)Cn2c(=O)oc3cc(S(=O)(=O)N4CCCCC4)ccc32)CC1	2	0	3.3	0	1.3	-1	-2	0.4	-2.1	1
CC(C)c1nc2sc3c(=O)[nH]c(=S)[nH]c3c2c2c1CCCC2	17	6	2.8	-6	-1.6	-3	-2	0.2	0.3	-5
c1ccc2c(c1)OCCc1c-2[nH]c2ccccc12	12	17	1.7	-17	0.4	1	-5	-0.9	-1.2	8
Cc1c(S(=O)(=O)N(C)C2CCCCC2)c(=O)n(C)c(=O)n1C	3	14	4.6	-14	-2.2	1	-1	4.2	-3.1	3
COCCn1c(SC(C)C(=O)Nc2ccc(N3CCOCC3)cc2)nnc1-c1ccncc1 (stereo not drawn)	2	-6	1.5	6	0.7	-5	-2	1.4	-2.3	-4
CC[N+]1(C)CCC(O)(c2ccc(OC)cc2)C(C(=O)c2ccc(OC)cc2)C1 (stereo not drawn)	6	17	0.6	-17	.	-3	-5	.	-0.5	-32
CN1CCN(c2ccc(NC(=O)c3ccc(-c4cccc([N+](=O)[O-])c4)o3)cc2)CC1	15	22	4.1	-22	-0.3	1	-3	4.3	2.2	-5
CNC(=S)N(Cc1cc2cc(C)ccc2n2nnnc12)CC(C)(C)CN(C)C	6	18	-0.4	-18	.	0	-6	.	2.6	-3
Cc1cccc(NC(=O)CN2C(=O)c3ccccc3C2=O)c1C	-11	-13	3.3	13	0.6	1	3	1.2	-0.6	-5
COc1ccc(NS(=O)(=O)c2cc(C(=O)OC(C)C(=O)N3CCOCC3)ccc2Cl)cc1 (stereo not drawn)	7	-6	2.1	6	-2.4	-4	-5	0.5	-1.4	-3
Cc1cc2oc(=O)cc(CSc3nnc(C)n3N)c2cc1C(C)C	-6	-25	.	25	2.2	-2	2	5.6	.	5
O=C(NN=C1CCCCCC1)c1ccc(Br)o1	6	-13	0.7	13	-3.4	.	-2	3.1	-2.4	-4

Compound profiles (already shown):
CC[N+]1(C)CCC(O)(c2ccc(OC)cc2)C(C(=O)c2ccc(OC)cc2)C1 (stereo not drawn) in the list: MITF act = 6; SR-BI HDL uptake = 17; phage Ecoli inh = 0.6; SR-BI uptake up = -17; E coli growth = .; Wnt bcat act = -3; CAL PDZ FP-1 = -5; AddAB inh = .; CAL PDZ FP-2 = -0.5; Tat export inh = -32
CN1CCN(c2ccc(NC(=O)c3ccc(-c4cccc([N+](=O)[O-])c4)o3)cc2)CC1 in the list: MITF act = 15; SR-BI HDL uptake = 22; phage Ecoli inh = 4.1; SR-BI uptake up = -22; E coli growth = -0.3; Wnt bcat act = 1; CAL PDZ FP-1 = -3; AddAB inh = 4.3; CAL PDZ FP-2 = 2.2; Tat export inh = -5
O=C(NN=C1CCCCCC1)c1ccc(Br)o1 in the list: MITF act = 6; SR-BI HDL uptake = -13; phage Ecoli inh = 0.7; SR-BI uptake up = 13; E coli growth = -3.4; Wnt bcat act = .; CAL PDZ FP-1 = -2; AddAB inh = 3.1; CAL PDZ FP-2 = -2.4; Tat export inh = -4

The list continues:
SMILES	MITF act	SR-BI HDL uptake	phage Ecoli inh	SR-BI uptake up	E coli growth	Wnt bcat act	CAL PDZ FP-1	AddAB inh	CAL PDZ FP-2	Tat export inh
C1CCCN(c2nc3nonc3nc2N2CCCCCC2)CC1	1	7	3.9	-7	-2.4	-9	-2	0.2	-0.8	-3
O=C(Nc1ccc2nc(N3CCOCC3)sc2c1)c1ccccc1	5	8	3.5	-8	1.9	2	-10	3.4	-0.4	1
O=C(COC(=O)c1nc(Cl)c(Cl)c(Cl)c1Cl)c1ccc[nH]1	-17	0	-0.7	0	-1.4	8	-1	5.2	-1.2	2
O=C(Cn1c(O)c(/C=C2\C=Nc3ccccc32)sc1=O)Nc1ccc2c(c1)OCO2	-5	35	0.9	-35	-0.2	-4	-5	1.5	-2.5	-2
CCN(Cc1cc2ccccc2[nH]c1=O)C(=O)C(C)C	12	-2	4.0	2	-0.8	-6	0	0.5	-1.5	40
Cc1cc(C)cc(N2C(=O)CN(Cc3sccc3C)C2=S)c1	0	46	2.4	-46	-1.6	-4	-3	2.6	-2.6	1
Cc1cc(NS(=O)(=O)c2ccc(NC(=O)C3CCCCC3)cc2)no1	6	.	1.2	.	0.6	0	-8	2.7	-3.2	-1
COc1ccc(OCC(O)COc2ccc(C(=O)O)cc2)cc1 (stereo not drawn)	.	-21	4.1	21	-3.4	.	7	0.0	-0.2	-1
O=C(CSc1nc(SCC(=O)NCc2ccccc2)n(-c2ccccc2)n1)NCc1ccccc1	4	-5	3.1	5	1.7	-5	0	-1.4	-1.5	6
Cc1cccc2sc(NC(=O)CCNC(=O)c3ccco3)nc12	18	9	5.7	-9	.	0	-7	.	-0.9	-7
COc1cc(O)c(C(CCN2CCCCC2)c2cc(OC)c(OC)c(OC)c2)c(OC)c1 (stereo not drawn)	5	-9	1.6	9	-1.5	-1	-3	1.2	0.1	-3

From PubChem BioAssay
